High-throughput results (PubChem)
PKA-R2B activ = activators of human PKA-R2B complex; P22694+P31323; PKA-R2B holoenzyme dissociation, Cy5-IP20 fluorescence polarization; R2B truncated from residue 108, S112A mutant; 0% DMSO only, 100% 113 µM cGMP; activation, % at 11.4 µM; 340,000 compounds, 0.079% hits; AID 504700;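 active = activation above a cutoff set at the mean over all compounds plus 3 SD, cut at about 18% in these data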;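 note: higher means more holoenzyme dissociation and a rise in polarization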
Target sequence (P31323 whole entry, looked up, other chains not shown, the tested form may be a part): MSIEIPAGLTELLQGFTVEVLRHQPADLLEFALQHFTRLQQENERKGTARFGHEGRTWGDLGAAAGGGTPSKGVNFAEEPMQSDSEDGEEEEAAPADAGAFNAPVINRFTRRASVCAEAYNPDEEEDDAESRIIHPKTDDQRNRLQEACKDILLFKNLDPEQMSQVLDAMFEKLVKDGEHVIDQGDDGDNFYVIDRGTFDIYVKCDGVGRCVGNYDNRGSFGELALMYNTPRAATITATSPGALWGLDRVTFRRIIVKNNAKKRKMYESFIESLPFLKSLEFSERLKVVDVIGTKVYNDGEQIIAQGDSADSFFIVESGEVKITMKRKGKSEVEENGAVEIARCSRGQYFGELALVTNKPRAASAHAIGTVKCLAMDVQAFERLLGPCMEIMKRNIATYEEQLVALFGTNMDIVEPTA
C-LANA FP = KSHV C-LANA DNA binding inhibition; MBP-C-LANA/FAM-LBS DNA binding, fluorescence polarization; inhibition, % at 9 µM; 340,000 compounds, 0.078% hits;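 active = highest replicate inhibition at or above 60% at 9 µM, even if other replicates fall short; inactive = all replicates below 60% inhibition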;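 note: 0% = neutral control wells and 100% = 4 µM acridine orange control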
SR-BI DiI-HDL act = SR-BI HDL lipid transfer activation; activation, % at 12.5 µM; CHO ldlA[mSR-BI] cells, DiI-HDL uptake fluorescence, 3 h; 100 = double the neutral-control signal; 320,000 compounds, 0.096% hits;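 active = mean replicate activation of at least 60% and every replicate at or above 60%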;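 note: 0% = median plate neutral-control signal and 100% = twice that signal; values of inactives mirror those of a sister screen read the other way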
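System: LDL receptor-deficient CHO ldlA cells overexpressing murine SR-BI | Timing: 3 h uptake period with compound, 37 °C | Medium: HEPES-buffered (25 mM, pH 7.4) F12 plus 0.5% BSA | Dosing: Single-point compound dose | Signal: Bottom-read fluorescence, 550/595 nm | Read-out: Retained DiI signal reflecting DiI-HDL uptake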
CAL PDZ FP-1 = CAL PDZ (human) peptide binding inhibition; 300,000 compounds, 0.92% hits; inhibition, % at 24.9 µM; Q9HD26; purified CAL PDZ, TMR-peptide fluorescence polarization, 1 h; AID 602252;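 active = mean inhibition of at least 30% with at least half of replicates also reaching 30%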;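 note: 0% = DMSO neutral control and 100% = excess unlabeled competitor peptide PRC23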
Rtt109 HAT inh = blocks Candida albicans Rtt109/Vps75 acetyltransferase activity. purified Rtt109/Vps75, ThioGlo CoA-SH fluorescence, 4 h. AID 540336. inhibition, % at 34.9 µM. 330,000 compounds, 0.16% hits. Q5AAJ8;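 active = inhibition of at least 50% in every replicate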
Target sequence (Q5AAJ8 whole entry, looked up): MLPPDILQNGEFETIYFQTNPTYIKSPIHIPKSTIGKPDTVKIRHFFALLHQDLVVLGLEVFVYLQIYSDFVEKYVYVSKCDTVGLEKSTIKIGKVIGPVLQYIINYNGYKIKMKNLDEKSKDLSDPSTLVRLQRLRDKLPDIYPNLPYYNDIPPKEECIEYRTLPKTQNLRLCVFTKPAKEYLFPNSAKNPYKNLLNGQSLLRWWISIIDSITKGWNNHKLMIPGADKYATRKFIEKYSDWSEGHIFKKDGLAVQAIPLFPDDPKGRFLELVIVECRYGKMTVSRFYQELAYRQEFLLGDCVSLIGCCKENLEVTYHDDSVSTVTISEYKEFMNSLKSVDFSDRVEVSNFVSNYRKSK
CAL PDZ FP-2 = inhibitors of human CAL PDZ peptide binding. Q9HD26. purified CAL PDZ, TMR-peptide fluorescence polarization, 1 h. inhibition, % at 20 µM. 330,000 compounds, 0.02% hits. AID 504414;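 active = highest replicate inhibition of at least 40%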;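 note: plate controls were DMSO neutral control wells for no effect and unlabeled competitor peptide control wells for full effect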
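System: tagged CAL PDZ domain. Schedule: 1 h room-temperature incubation prior to read. Signal: fluorescence polarization (mP). Measure: percent inhibition from loss of millipolarization.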
DAGLB inhibitor = blocks human DAGLB lipase activity; 340,000 compounds, 0.059% hits; HEK293T DAGLB membrane lysate, EnzChek fluorogenic substrate; inhibition, % at 5.17 µM; AID 504411; in the data active = inhibition above about 34%;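 note: 0% = enzyme with vehicle and 100% = wells lacking enzyme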
Keap1-Nrf2 PPI = Keap1-Nrf2 (human) interaction inhibition; Q14145; Keap1 Kelch-Nrf2 peptide fluorescence polarization, 1536-well; inhibition, % at 9.4 µM; 340,000 compounds, 0.15% hits; AID 504523; in the data active = inhibition above about 12%;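 note: human Keap1 Kelch domain with fluorescein labeled Nrf2 9mer peptide probe; 0% = neutral control wells and 100% = peptide positive control; higher means more block of Keap1 binding to Nrf2 peptide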
RTF Ca sens inh = cardiac RTF calcium desensitization. P19429+P45379. IANBD-labeled cardiac RTF, Ca2+ fluorescence. inhibition, % at 7.15 µM. 340,000 compounds, 0.12% hits. AID 493244;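 active = inhibition above the mean inhibition of all tested compounds plus 3 SD, cut at about 17% in these data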;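 note: assay run at fixed EC70 calcium of 1.6 mM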
RTF Ca sens act = increases calcium sensitivity of human cardiac regulated thin filaments; P19429+P45379; IANBD-labeled TnC RTF fluorescence at EC20 calcium; 0% EC20 calcium, 100% full calcium; activation, % at 7.2 µM; 340,000 compounds, 0.24% hits; AID 493008;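 active = activation above the mean over all tested compounds plus 3 SD, cut at about 30% in these data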;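 note: rise in fluorescence read as greater calcium sensitivity of cardiac thin filaments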
Starred values were filed as active, the others as inactive; i = inactive; / = no result given.

item	SMILES	RTF Ca sens act	Rtt109 HAT inh	Keap1-Nrf2 PPI	C-LANA FP	CAL PDZ FP-2
1	N#CCc1nc2n(n1)Cc1ccccc1-2	-1	73*	-3	-0.8	-2.5
2	CN1CC(=O)N(CC(=O)Nc2ccc(SC(F)F)cc2)C1=O	0	-15	-6	0.4	0.3
3	O=C(CSc1nc2ccccc2[nH]1)Nc1nc(-c2ccc(Br)cc2)cs1	5	-3	-5	1.6	-2.3
4	CCCN(CCC)CCCNC(=O)c1cc2c(=O)[nH]c3ccccc3c2n1C	-1	10	0	-0.2	-2.4
5	Cc1nc2ccc(OC(=O)c3ccccc3)cc2s1	-1	-3	2	-1.3	1.6
6	CCOc1ccc(N2C(=O)C3C(c4ccccc4)=NN(c4ccccc4)C3C2=O)cc1 (stereo not drawn)	-6	-20	5	0.3	-3.0
7	CCN1CCN(C(=O)/C=C/c2ccc(OC)c(OC)c2)CC1	-3	-4	-3	-0.1	-0.2
8	COc1ccc(C(=O)NC(=S)N2CCN(C)CC2)cc1Br	1	/	2	-0.4	0.2

item	PKA-R2B activ	SR-BI DiI-HDL act	CAL PDZ FP-1	DAGLB inhibitor	RTF Ca sens inh
1	-3	10	-3	-5	4
2	3	17	1	0	0
3	-3	-28	-3	2	-1
4	-7	-36	-5	1	-1
5	10	25	-1	-8	-9
6	18	26	-5	1	-13
7	-1	5	/	4	2
8	-10	14	-6	-3	-10

Single records (already shown). Order of screens: RTF Ca sens act, Rtt109 HAT inh, Keap1-Nrf2 PPI, C-LANA FP, CAL PDZ FP-2, PKA-R2B activ, SR-BI DiI-HDL act, CAL PDZ FP-1, DAGLB inhibitor, RTF Ca sens inh
Listed for CCN1CCN(C(=O)/C=C/c2ccc(OC)c(OC)c2)CC1 : -3, -4, -3, -0.1, -0.2, -1, 5, /, 4, 2
Listed for O=C(CSc1nc2ccccc2[nH]1)Nc1nc(-c2ccc(Br)cc2)cs1 : 5, -3, -5, 1.6, -2.3, -3, -28, -3, 2, -1

More compounds:
item	SMILES	RTF Ca sens act	Rtt109 HAT inh	Keap1-Nrf2 PPI	C-LANA FP	CAL PDZ FP-2
9	COc1ccc(C(=O)NCC(c2ccco2)N2CCCC2)cc1S(=O)(=O)N1CCCCC1C (stereo not drawn)	-2	-6	-1	-1.1	-1.0
10	COc1ccc(NC(=O)c2ccccc2N(Cc2ccccc2)S(C)(=O)=O)cc1	0	-2	0	1.0	-4.0
11	CCOC(=O)Cc1cc(=O)c2cc(C)ccc2[nH]1	-2	-8	0	1.4	0.4
12	CN1CCN(C(=O)c2cccc(-c3cc(O)c4ncccc4c3)c2)CC1	7	13	-8	-2.2	-0.6
13	O=C(CNC(=O)c1ccccc1F)NC1=NCCS1	-6	-10	-1	-0.3	5.6
14	COc1cc(C(=O)N2CCN(C3CCCCC3)CC2)cc(OC)c1OC	1	1	-4	0.6	-0.1
15	O=C(Nc1nc(-c2cccs2)cs1)c1ccc(S(=O)(=O)N2CCCCC2)cc1	-6	5	-1	0.3	-0.3
16	COc1ccc(/C=N/NC(=O)C2C3CCCCC32)cc1OC (stereo not drawn)	-3	-11	-5	-2.3	-1.1

item	PKA-R2B activ	SR-BI DiI-HDL act	CAL PDZ FP-1	DAGLB inhibitor	RTF Ca sens inh
9	-9	17	-5	0	-3
10	2	8	/	0	-17
11	6	-17	-7	-2	-1
12	7	2	-2	7	-3
13	10	-5	-4	0	-3
14	-9	21	-1	2	1
15	-14	/	/	-5	3
16	-5	12	0	0	4

Entries by screen from the entries so far:
CAL PDZ FP-1, nos. 9–16: -5, /, -7, -2, -4, -1, /, 0
C-LANA FP, nos. 9–16: -1.1, 1.0, 1.4, -2.2, -0.3, 0.6, 0.3, -2.3

The main list resumes, starting 6 compounds before the break.
item	SMILES	RTF Ca sens act	Rtt109 HAT inh	Keap1-Nrf2 PPI	C-LANA FP	CAL PDZ FP-2
11	CCOC(=O)Cc1cc(=O)c2cc(C)ccc2[nH]1	-2	-8	0	1.4	0.4
12	CN1CCN(C(=O)c2cccc(-c3cc(O)c4ncccc4c3)c2)CC1	7	13	-8	-2.2	-0.6
13	O=C(CNC(=O)c1ccccc1F)NC1=NCCS1	-6	-10	-1	-0.3	5.6
14	COc1cc(C(=O)N2CCN(C3CCCCC3)CC2)cc(OC)c1OC	1	1	-4	0.6	-0.1
15	O=C(Nc1nc(-c2cccs2)cs1)c1ccc(S(=O)(=O)N2CCCCC2)cc1	-6	5	-1	0.3	-0.3
16	COc1ccc(/C=N/NC(=O)C2C3CCCCC32)cc1OC (stereo not drawn)	-3	-11	-5	-2.3	-1.1
17	COc1cccc(-c2nnc(SC(C(=O)c3c[nH]c4ccccc34)c3ccccc3)n2C)c1 (stereo not drawn)	6	-6	-6	1.6	-1.6
18	CCN(CC)c1ccc(S(=O)(=O)N2CCOCC2)cc1NC(=O)Nc1ccccc1	-4	-7	-4	0.5	-1.7
19	COc1cc2ccc(=O)oc2cc1O	5	i	-2	2.3	0.7
20	CCC1CCCCN1CCCNC(=O)Cn1c(=O)c2cccn2c2cccnc21 (stereo not drawn)	-3	11	-7	-1.4	-0.6
21	Cc1cc(CSc2ccccc2)ccc1NC(=O)c1ccc(Br)cc1	1	-3	-3	3.0	0.2
22	Cc1cc(C(=O)OCC(=O)Nc2ccccc2C)c(C)o1	-3	-8	-1	-0.2	-0.2
23	Cn1c(NCc2ccco2)nc2c1c(=O)n(Cc1ccc(Cl)c(Cl)c1)c(=O)n2C	-2	-14	0	0.7	-0.5
24	CCCc1c(C(=O)N/N=C/c2cccc(OCc3ccc(F)cc3)c2)nnn1-c1nonc1N	-7	0	-1	-0.9	-1.8
25	O=C(c1cc(Br)c(Br)s1)N1CCOCC1	0	-4	-2	-1.0	-1.9
26	CCOc1ccc2c(=O)c(Oc3ccccc3OCC)coc2c1	1	5	-3	0.2	-0.7

item	PKA-R2B activ	SR-BI DiI-HDL act	CAL PDZ FP-1	DAGLB inhibitor	RTF Ca sens inh
11	6	-17	-7	-2	-1
12	7	2	-2	7	-3
13	10	-5	-4	0	-3
14	-9	21	-1	2	1
15	-14	/	/	-5	3
16	-5	12	0	0	4
17	-6	-75	-5	-3	7
18	7	-22	/	-5	-1
19	-2	7	0	-3	-3
20	-7	-5	-4	3	-1
21	1	-18	15	-2	-8
22	4	0	-7	-2	-12
23	-13	-24	76*	0	0
24	0	2	-5	0	3
25	4	21	-8	0	0
26	-13	-45	-2	-1	3

Random draw from the library; any-hit rate near 1.6%.
